# Screening results deposited in PubChem BioAssay by several laboratories.
# M5 antag: human M5 muscarinic receptor antagonists, primary screen, CHO cells, Fluo-8 calcium fluorescence | Muscarinic acetylcholine receptor M5 (Homo sapiens), P08912 | CHO-hM5 cells, ACh EC80 | inhibition, % at 3 µM | 360,000 tested, 0.59% active;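 active = inhibition above a per-plate cutoff, the mean of that plate's test compounds plus 3 SD, cut at about 27% in these data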;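 also: 0% = acetylcholine EC80 with DMSO and 100% = DMSO without agonist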
# Target sequence (P08912 whole entry, looked up): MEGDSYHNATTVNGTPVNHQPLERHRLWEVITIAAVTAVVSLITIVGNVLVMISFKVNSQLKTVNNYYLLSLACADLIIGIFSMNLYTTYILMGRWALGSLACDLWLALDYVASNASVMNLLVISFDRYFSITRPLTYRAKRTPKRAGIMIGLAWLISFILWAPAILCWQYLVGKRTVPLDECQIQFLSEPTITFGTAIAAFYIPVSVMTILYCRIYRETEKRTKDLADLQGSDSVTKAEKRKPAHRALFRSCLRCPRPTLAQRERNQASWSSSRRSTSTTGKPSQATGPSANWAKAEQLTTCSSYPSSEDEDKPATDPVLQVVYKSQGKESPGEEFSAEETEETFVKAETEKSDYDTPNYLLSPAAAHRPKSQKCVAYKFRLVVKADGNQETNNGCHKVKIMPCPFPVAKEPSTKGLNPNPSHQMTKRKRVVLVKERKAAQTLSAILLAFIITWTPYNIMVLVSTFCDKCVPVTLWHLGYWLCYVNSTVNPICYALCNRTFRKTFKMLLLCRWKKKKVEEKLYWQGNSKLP
# CHRM5 agonist: human M5 muscarinic receptor agonists, primary screen, CHO-K1 cells, Fluo-8 calcium fluorescence; Muscarinic acetylcholine receptor M5 (Homo sapiens), P08912; CHO-K1 hM5 cells; 0% DMSO wells, 100% maximal acetylcholine response; activation, % at 3 µM; 360,000 tested, 0.19% active; AID 624037, 2012;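 active = activation above the run's mean over test compounds plus 3 SD, cut at about 23% in these data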;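 also: signal is peak over basal fluorescence ratio across the kinetic read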
# IDE inh: human IDE inhibitors in live cells, primary screen, fluorescence polarization, HEK cells, FAbetaB substrate | FAbetaB cleavage | Insulin-degrading enzyme (Homo sapiens), P14735 | 320,000 tested, 0.41% active | AID 434962, 2010 | inhibition, % at 5.59 µM;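 active = percent inhibition above the average of all tested compounds plus 3 SD, set per screening campaign, cut at about 16% in these data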;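 also: IDE supplied by intact live HEK cells; FP after avidin binding of uncleaved biotin substrate so inhibition keeps polarization high; 0% = DMSO wells and 100% = 60 µM reference IDE inhibitor Ii1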
# CRFR2-BP antag: antagonists of CRF-BP/CRF-R2 complex, primary screen, cell-based, HEK293, calcium dye fluorescence, uHTS. CRF-induced calcium fluorescence. inhibition, % at 11.8 µM. 350,000 tested, 0.59% active;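 active = inhibition of the ligand-induced calcium signal above about 50% at the single tested concentration, limit read from the data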
# CRFR2-BP ag: agonists of CRF-BP/CRF-R2 complex, primary screen, cell-based, HEK293, calcium dye fluorescence, uHTS. CRF-binding protein / CRF receptor 2 complex (human). calcium dye fluorescence (FLIPR); percent of saturating CRF peptide response. activation, % at 13.2 µM. 350,000 tested, 0.46% active. AID 588473, 2011;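 active = activation of at least 50%, plus an integration ratio under a set limit after plate pattern correction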;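 also: plate controls were neutral control wells without compound for no effect and CRF at EC100 for full effect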
# CHRM4 antagonist: human M4 muscarinic receptor antagonists, primary screen, CHO cells, Fluo-8 calcium fluorescence. CHO-hM4 cells, ACh EC80. inhibition, % at 3 µM. 360,000 tested, 0.73% active;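 active = inhibition above its plate's cutoff, the mean inhibition of sample wells plus 3 SD, cut at about 27% in these data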;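 also: 0% = acetylcholine EC80 with DMSO and 100% = DMSO without agonist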
# Target sequence (P08173 whole entry, looked up): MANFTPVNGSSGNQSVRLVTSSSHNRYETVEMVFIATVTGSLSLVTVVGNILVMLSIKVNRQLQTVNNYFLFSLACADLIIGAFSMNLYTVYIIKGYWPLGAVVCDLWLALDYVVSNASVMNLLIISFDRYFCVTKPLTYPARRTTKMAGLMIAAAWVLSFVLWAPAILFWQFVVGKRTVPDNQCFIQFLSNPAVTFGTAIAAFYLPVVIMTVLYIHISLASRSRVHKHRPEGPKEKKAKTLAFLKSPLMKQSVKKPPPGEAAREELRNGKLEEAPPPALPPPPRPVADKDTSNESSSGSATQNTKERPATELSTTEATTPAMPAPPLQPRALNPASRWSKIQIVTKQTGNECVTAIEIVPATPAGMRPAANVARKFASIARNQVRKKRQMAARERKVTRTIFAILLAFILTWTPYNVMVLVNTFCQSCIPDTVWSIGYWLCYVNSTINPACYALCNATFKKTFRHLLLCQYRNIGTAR
# CHRM5 PAM: human M5 muscarinic receptor positive allosteric modulators, primary screen, CHO-K1 cells, Fluo-8 calcium fluorescence. AID 624038, 2012. Muscarinic acetylcholine receptor M5 (Homo sapiens), P08912. activation, % at 3 µM. 360,000 tested, 0.3% active. CHO-K1 hM5, ACh EC20 PAM; 0% = ACh EC20, 100% = ACh EC100;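 active = activation above the run cutoff, the mean activation of all test compounds plus 3 SD, cut at about 18% in these data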
#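 System: CHO-K1 hM5 cells. Reagent: acetylcholine, EC20 level. Compound dosing: single dose, 3 µM nominal final test concentration. Timing: Post-acetylcholine fluorescence recording 140 s. Detection: Fluo-8 calcium fluorescence. Read-out: % activation, ACh-normalized. Benchmarks: ACh EC20 and EC100 wells. Repeats: singlicate, one well per test compound.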
# CHRM4 agonist: human M4 muscarinic receptor agonists, primary screen, CHO-K1 cells, Fluo-8 calcium fluorescence. CHO-K1 hM4/Gqi5; vehicle 0%, full acetylcholine response 100%. 360,000 tested, 0.14% active. AID 624127, 2012. activation, % at 3 µM;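 active = activation above the run mean over all test wells plus 3 SD, cut at about 32% in these data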;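 also: peak over basal fluorescence ratio per well then scaled between controls; 0% = DMSO wells and 100% = acetylcholine at EC100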
# M4 PAM: human M4 muscarinic receptor positive allosteric modulators, primary screen, CHO-K1 cells, Fluo-8 calcium fluorescence. Muscarinic acetylcholine receptor M4 (Homo sapiens), P08173. CHO-K1 hM4/Gqi5, ACh EC20; 0% = ACh EC20, 100% = maximal ACh. activation, % at 3 µM. 360,000 tested, 0.4% active. AID 624126, 2012;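 active = activation above its plate's cutoff, the mean activation of sample wells plus 3 SD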; also: some results filed as inactive read as strong as hits
# * marks the source's active call; other numbers are inactive results; · = no result given.
# Results follow in this order: CHRM4 antagonist, CHRM5 PAM, CRFR2-BP ag, M5 antag, CHRM5 agonist, M4 PAM, CRFR2-BP antag, IDE inh, CHRM4 agonist
- Cc1ccc(S(=O)(=O)NCc2ccccc2Br)cc1
    -17.6, -0.5, ·, -5.0, -4.0, 0.5, ·, ·, 2.3
- Cc1ccc(C(=O)Nc2cccnc2)cc1S(=O)(=O)N1CCCC1
    -6.7, -1.4, -2.4, -0.3, -3.3, -3.8, -1.5, 5.6, 3.9
- O=C(c1ccccc1C(=O)N1CCN(c2ccccc2)CC1)N1CCN(c2ccccc2)CC1
    -5.7, -2.2, 47.2, -5.2, -1.6, 11.8, -34.4, -0.1, 2.9
- COCOc1ccc(/C=C/C(=O)c2c(OCOC)cc(OCOC)c(CC=C(C)C)c2O)cc1OCOC
    -14.9, -0.2, 1.1, 8.8, 2.7, 3.5, -0.3, -2.3, 0.7
- CCC(C)N(C)C1CCN(C(=S)Nc2cccc(OC)c2)CC1 (configuration not stated)
    -3.9, 3.0, 0.6, -2.3, 2.2, -3.7, 1.8, 1.8, 0.9
- O=C(C[n+]1cccc(NC(=O)c2ccccc2)c1)c1ccc(NC(=O)c2ccccc2)cc1
    11.8, -4.9, -2.1, 6.7, -7.5, -15.2, 13.8, 1.5, 1.7
- O=C(NC1CCCC1)C1CCN(C(=O)c2ccccc2Cl)CC1
    4.3, -5.6, -0.2, 13.9, -0.6, 2.2, -9.0, 1.2, 1.8
- O=C(O)CCCCCn1c(SCC(=O)Nc2ccc(F)cc2)nc2ccsc2c1=O
    7.7, 0.8, -3.5, 2.3, -1.9, -0.5, -14.7, -7.1, 0.9
- COc1ccccc1CNC(=O)C1CCN(S(=O)(=O)c2ccc3nc4c(c(C(=O)O)c3c2)CCCC4)CC1
    -4.4, 4.7, 2.6, -4.8, -3.7, 3.0, -12.2, 0.2, 2.8
- O=c1c2cc(Br)ccc2[nH]c(=S)n1Cc1ccccn1
    -7.9, -9.5, -0.3, 11.6, 0.0, 16.3, -11.8, 1.3, 2.2
- COC(=O)[C@H]1C[C@H](O)CN1S(=O)(=O)c1ccc(Br)cc1F
    -8.4, -6.0, 2.7, 6.0, 0.7, 0.3, 5.1, ·, -0.1
- COc1ccc(CNCCS(=O)(=O)NC2CCCC2)cc1
    1.0, 0.6, 1.9, -3.6, -0.6, -11.6, -0.8, ·, 1.2
- C=CCNC(=O)C1CC1(c1ccc(C)cc1)c1ccc(C)cc1 (configuration not stated)
    1.4, 2.7, 0.3, -0.8, 9.0, -1.4, -15.7, 4.2, -1.6
- CCN(CC(=O)NC1CCS(=O)(=O)C1)S(=O)(=O)c1ccccc1Cl (configuration not stated)
    -0.1, -2.9, 0.2, 1.6, -4.1, 0.5, 0.9, -3.5, 0.2
- Cn1c(=O)c2c(nc(SCc3nc(N)nc(N4CCCCC4)n3)n2C)n(C)c1=O
    18.6, -13.3, 2.4, 9.3, 1.4, -16.8, -5.8, 0.3, 18.8
- Cc1cccc(C(=O)OCC(=O)c2c(N)n(CC(C)C)c(=O)n(C)c2=O)c1O
    -3.3, -9.1, 3.9, 3.7, 3.4, 3.3, -7.9, 0.3, 8.0
- CCOc1ccccc1NC(=O)c1ccc(S(=O)(=O)N(C)C)cc1
    20.6, -2.4, -0.8, -2.8, 0.6, 14.2, -2.6, 4.1, 3.2
- COc1cccc(-c2nc(NC(C)(C)C)c3ccccc3n2)c1O
    -5.5, 8.3, -0.1, 1.0, -1.9, 3.3, -122.5, -1.5, -0.1
- CC1CN(c2ccccc2)C(=O)CS1 (configuration not stated)
    6.8, -7.4, -1.3, -8.4, -6.1, 1.1, 10.5, 2.2, 0.0
- COc1ccc(/C=C/C(=O)NCc2ccc3c(c2)OCO3)cc1OC
    0.9, 6.5, -5.6, 4.7, 4.6, -7.1, 33.4, -0.7, 0.6
- Cc1cc(NC(=O)CN2C(=O)CCSc3ccccc32)no1
    7.5, 0.2, -0.1, 14.0, -1.7, 3.8, -2.0, 2.6, 1.7
- CC(C)(C)C(=O)NNC(=O)CCCOc1ccc(Cl)cc1Cl
    5.3, 1.3, -0.1, 4.1, -0.3, 10.2, 18.1, 3.1, 0.7
- CN(C)CCCN(C(=O)c1ccc(S(=O)(=O)N2CCCCCC2)cc1)c1nc2cc3c(cc2s1)OCCO3
    -2.2, -2.2, 12.8, 11.8, -6.4, -9.3, -10.6, -0.2, 4.0
- C/C(CCc1ccc2c(c1)OCO2)=N\N=C1\NC(=O)CC(C(=O)Nc2ccc(C(=O)O)cc2)S1 (configuration not stated)
    2.2, -0.9, -1.4, 8.4, 0.5, 11.3, -1.3, ·, 0.4
- CC(C)N(Cc1nc(-c2ccc(Cl)cc2)no1)Cc1nccn1C
    11.9, -2.0, 45.0, 3.4, -15.3, -17.8, -111.2, -0.6, 1.8
- COc1ccc(CCCNC(=O)C2(C)Cc3c(-c4ccc(NC(C)=O)cc4)ccnc3O2)cc1 (configuration not stated)
    9.9, -10.9, ·, 15.8, 3.2, -9.8, ·, ·, 14.4
- CCCNC(=O)C1(C)CCN(C(=O)c2ccc(C)c(F)c2)C1 (configuration not stated)
    0.2, 6.7, ·, -3.4, -0.6, 9.1, ·, ·, 1.8
- O=C(CN(Cc1ccccc1Cl)C(=O)CNS(=O)(=O)c1ccccc1)NCC1CCCO1 (configuration not stated)
    -2.8, -1.9, -0.8, 10.8, -2.0, 2.4, 7.6, -2.6, 7.0
- CCC1(CC)NC(=O)N(CC(=O)N2CCN(S(=O)(=O)c3cccc(F)c3)CC2)C1=O
    -4.8, 2.8, 0.5, -3.9, -1.4, 7.6, 0.3, -7.3, 1.2
- Cc1ccc(S(=O)(=O)N2CCOCC2)cc1C(=O)N1CCOCC1
    5.8, -2.8, 1.8, -1.1, 0.0, -13.7, -12.1, 0.9, 0.5
- COc1ccc(-c2cc3cccc(OC)c3oc2=O)cc1
    -3.9, 0.1, -0.2, 12.6, -5.0, -1.9, -7.6, 1.7, 0.2
- O=C(c1cccc(F)c1)N1CCN(C2CCCCC2)CC1
    4.6, 0.6, -1.0, -0.6, -3.8, -2.3, -14.0, -1.5, 1.8
- CCOC(=O)C1(C)CCN1C(=O)c1cccc(C#N)c1 (configuration not stated)
    -10.3, 6.0, ·, 8.3, 2.2, 3.6, ·, ·, 2.0
- CCC(=O)Nc1ccc(N2CCN(S(C)(=O)=O)CC2)cc1
    0.0, 3.0, -2.6, 4.5, 2.5, -7.1, 5.0, 1.9, -0.3
- Fc1ccc(-c2csc3ncnc(Cl)c23)cc1
    -10.4, 7.2, -13.9, -14.5, -7.5, 11.6, 32.5, -0.2, -0.7
- COc1cccc(/C=N/N2C(=O)CSC2=S)c1O
    9.9, -4.7, 0.3, 2.1, -1.6, 2.5, 12.3, 4.9, 0.8
- COc1cc(-c2cnc3c(NC=O)cc(-c4cccc(C(F)(F)F)c4)cn23)cc(OC)c1OC
    -4.0, -2.2, ·, 2.0, 0.1, 1.3, ·, ·, 1.0
- Cc1ccc(NC(=O)C(C)c2ccc([N+](=O)[O-])cc2)cc1Cl (configuration not stated)
    1.9, -15.4, 7.5, 10.9, 2.8, -17.9, -28.7, 6.5, 11.2
- COc1ccc(OC)c2[nH]c(=O)c(CCNC(=O)c3cccs3)cc12
    -11.6, -10.2, -2.2, 2.9, -1.1, -4.7, 2.3, -0.2, 3.4
- CN(C)c1ccc(/C=C(\C#N)C(=O)c2ccccc2)cc1
    36.7*, -20.9, 211.7*, 39.8*, 63.2*, -23.1, -188.8, 28.4*, 70.1*
- Cc1nc(Oc2ccccc2)c2ccccc2n1
    8.2, 1.8, -1.4, -2.2, -3.0, 4.3, 21.9, -4.7, 1.1
- COc1cc(OC)c(NC(=O)N2CCOCC2)cc1Cl
    5.3, 0.5, -2.0, 2.3, 3.4, -5.1, -10.0, ·, 0.1
- CC(C)N1CC(C(=O)Nc2ccc(C#N)cc2)CC1=O (configuration not stated)
    -8.1, -1.4, -0.3, 6.6, 1.6, 0.9, 2.9, -0.5, 0.6
- Cc1ccc(-c2nc3ccc(Br)cn3c2Cc2cccc(Cl)c2)cc1
    -3.5, -0.1, ·, 0.2, 1.6, -5.3, ·, ·, 0.8
- CC(=O)Nc1ccc(NC(=S)NC(=O)c2ccc([N+](=O)[O-])cc2)cc1
    3.6, 3.3, 8.1, -0.7, 0.8, -3.8, -27.9, -3.1, 2.4
- Cn1c(=O)c2c(ncn2CC(=O)OCc2ccccc2)n(C)c1=O
    -8.0, -3.7, -0.3, -6.2, -1.4, 1.0, -4.9, 2.1, 1.5
- CC(=O)Nc1ccc(NC(=O)C(C)OC(=O)CSc2ccc(Br)cc2C)cc1 (configuration not stated)
    -0.2, 3.2, 1.5, 2.4, -2.3, -0.3, 6.2, 1.2, 7.6
- CC(C)Cn1c(-c2cc([N+](=O)[O-])ccc2Cl)nc2c1c(=O)[nH]c(=O)n2Cc1ccccc1
    2.0, 1.3, 0.6, -3.3, -2.5, 7.2, -25.0, 2.7, -1.3
- Cc1c(-c2ccccc2)nnn1-c1ccc(F)cc1F
    0.8, 10.8, -1.4, 2.3, -8.2, -6.1, 7.8, -0.9, -2.0
- COc1ccc(C(N)c2csc(Nc3ccc(C(=O)NCCCO)cn3)n2)cc1 (configuration not stated)
    -15.6, 1.5, ·, 1.3, 0.8, 5.2, ·, ·, 0.5
- CCCCNC(=O)C1=C(N)C(C(=O)Nc2ccc(C)c(S(=O)(=O)N3CCCCC3)c2)SC1=Nc1ccc(C)cc1C (configuration not stated)
    2.0, -0.4, -1.6, -5.2, 1.2, -1.1, 21.2, -0.9, 0.2
- CC1CCCC(NC(=O)COC(=O)c2ccc3c(c2)OCCO3)C1C (configuration not stated)
    -5.3, -6.8, -0.9, 2.6, 2.0, 0.7, 11.7, -6.5, 1.1
- Nc1ccc(S(=O)(=O)NCC(=O)OCCOc2ccccc2)cc1[N+](=O)[O-]
    5.8, -5.2, -1.8, 5.8, 2.9, -1.4, 5.7, -7.2, 5.6
- Cc1ccc(NS(=O)(=O)c2cc(NC(=O)C(C)Oc3ccccc3)ccc2C)c(C)c1 (configuration not stated)
    -17.3, -4.7, 4.3, -3.6, -2.9, 14.4, -15.3, 2.9, -1.0
- O=C(Cn1cc(C(=O)c2cccs2)c2ccccc21)NCc1ccc2c(c1)OCO2
    0.0, -9.0, 1.5, 7.5, 0.2, -1.6, 12.0, -3.1, 14.6
- O=C(NC(=S)N1CCCCCC1)c1cccc([N+](=O)[O-])c1
    6.5, 1.5, 0.5, 1.5, -0.6, 1.4, -3.9, -2.5, -1.1
- O=C1CCC(=O)N1CC(O)COc1ccccc1 (configuration not stated)
    -6.4, -2.0, -1.3, -1.6, -1.9, 2.5, 7.0, 3.8, 1.6
- CC(C)CCSc1nc(N)c(C#N)cc1C#N
    3.3, -10.9, 2.9, 2.5, -3.4, 4.2, -1.3, 0.3, 1.1
